AmpC no deterg: inhibitors of E. coli AmpC beta-lactamase without detergent | P00811 | AmpC nitrocefin hydrolysis, absorbance 480 nm, 0.0001% Triton | Potency, µM (titrated, usually from 57.1 µM), for inactives: top-dose activity change, negative = inhibition, hits mostly inhibitors | 330,000 tested, 0.52% active | AID 485341;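 further: potency means the concentration at half of the fitted maximal effect; plate controls were no compound for no effect and no enzyme for full effect; nearly all actives have a fitted effect of over 20% in size; some results filed as inactive show a strong effect at the top dose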
Target sequence (P00811 whole entry, looked up): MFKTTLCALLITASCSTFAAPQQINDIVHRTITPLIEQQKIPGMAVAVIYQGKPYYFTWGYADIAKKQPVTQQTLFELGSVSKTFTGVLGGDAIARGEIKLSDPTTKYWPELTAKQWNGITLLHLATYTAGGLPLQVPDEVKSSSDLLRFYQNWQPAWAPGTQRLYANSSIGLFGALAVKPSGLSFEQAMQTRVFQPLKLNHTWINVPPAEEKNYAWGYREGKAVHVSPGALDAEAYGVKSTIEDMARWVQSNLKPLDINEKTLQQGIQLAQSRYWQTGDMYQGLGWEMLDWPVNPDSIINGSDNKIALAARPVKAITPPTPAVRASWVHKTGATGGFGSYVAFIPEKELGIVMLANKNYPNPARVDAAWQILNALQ
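20 mM phosphate pH 7.0 + 0.01% (detergent screen) or 0.0001% Triton X-100; 5.3 nM AmpC reagent; cpd preinc 15 min RT; nitrocefin (800 uM stock) to start; A480 q20 s × 4 min; Activity was normalised to no-enzyme and no-compound control wells.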
Shiga toxin inh: Shiga toxin inhibition. Vero cells, Shiga toxin protein synthesis inhibition reporter. inhibition, % at 38.7 µM. 290,000 tested, 9.2% active. AID 2315; in the data active means inhibition mostly above about 28%, no sharp cut-off; inactive means mostly below about 43%; further: 0% is about no effect
Pf growth 48h: inhibits P. falciparum growth in the first generation, 48 h; Potency, µM (highest dose often 28.7 µM), without a hit: top-dose activity change, negative = inhibition, actives largely listed as inhibitors; 310,000 tested, 5.9% active; P. falciparum luciferase growth in erythrocytes, 48 h; further: potency means the concentration at half of the fitted maximal effect; on the % scale 0 is the no-effect control and ±100 the full control effect
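Here the parasites carry a stable luciferase gene and grow inside erythrocytes in Albumax-based RPMI medium with compound for one erythrocytic cycle. Activity is scored as loss of luminescent signal.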
CHX counter: counter-screen for Shiga toxin inhibitors: cycloheximide protein synthesis inhibition. 300,000 tested, 12% active. cell reporter, cycloheximide protein synthesis inhibition counterscreen. max response, %; in the data active means max response mostly above about 13%, no sharp cut-off; inactive means mostly below about 14%; further: read at 38.3 µM for the half of the compounds with a filed dose; 0% is about no effect
TbPYK inhibitor: T. brucei pyruvate kinase inhibition; Q57TT1; TbPYK enzyme, Kinase-Glo Plus ATP luminescence, 45 min; Potency, µM (titrated, usually from 76.8 µM), inactives show at the top dose activity, negative = inhibition, most hits filed as inhibitors; 410,000 tested, 0.12% active; AID 624173; further: potency means the concentration at half of the fitted maximal effect; on the % scale 0 is the no-effect control and ±100 the full control effect; nearly all actives have a fitted effect of over 50% in size
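Luminescent Kinase-Glo Plus end-point after 45 min room-temperature reaction of T. brucei pyruvate kinase started with 130 uM ADP (final). Buffer TEA 50 mM pH 7.2 with KCl, MgCl2, BSA, Tween-20; titration-based qHTS with fitted concentration-effect curves.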
Pf growth 96h: P. falciparum growth inhibition at 96 hours; AID 504834; 320,000 tested, 6.9% active; Potency, µM (series often up to 28.7 µM), for the others: at the highest dose activity change, negative = inhibition, usual class: inhibitors; P. falciparum luciferase reporter growth, 96 h; further: potency means the concentration at half of the fitted maximal effect; on the % scale 0 is the no-effect control and ±100 the full control effect
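Plates of compound plus infected erythrocytes (2% hematocrit, 0.05% parasitemia final) incubate 96 hours, 37 C, 5% CO2. Detection reagent added; reduced luminescence from the parasites' luciferase reporter flags inhibition.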
LmPK inhibitor: blocks Leishmania mexicana pyruvate kinase activity. Potency, µM (series often up to 57.5 µM), for inactives: at the highest dose activity change, negative = inhibition, usual class: inhibitors. purified LmPK, Kinase-Glo ATP luminescence, 1 h. 290,000 tested, 0.37% active. Q27686; further: potency means the concentration at half of the fitted maximal effect; on the % scale 0 is the no-effect control and ±100 the full control effect
Target sequence (Q27686 whole entry, looked up): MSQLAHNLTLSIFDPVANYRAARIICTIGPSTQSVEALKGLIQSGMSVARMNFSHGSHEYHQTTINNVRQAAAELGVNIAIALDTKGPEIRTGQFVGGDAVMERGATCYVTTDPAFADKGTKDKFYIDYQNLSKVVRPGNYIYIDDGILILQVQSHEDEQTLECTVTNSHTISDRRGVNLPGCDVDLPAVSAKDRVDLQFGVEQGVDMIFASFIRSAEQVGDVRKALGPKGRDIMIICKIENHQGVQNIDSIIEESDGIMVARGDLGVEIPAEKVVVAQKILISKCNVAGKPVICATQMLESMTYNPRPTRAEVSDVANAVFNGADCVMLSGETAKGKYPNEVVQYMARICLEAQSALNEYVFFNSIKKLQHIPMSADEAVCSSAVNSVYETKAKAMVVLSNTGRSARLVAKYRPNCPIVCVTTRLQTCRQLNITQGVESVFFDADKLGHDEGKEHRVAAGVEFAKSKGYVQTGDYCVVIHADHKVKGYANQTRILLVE
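Kinase-Glo luminescence read after 1 h RT reaction of 0.1 nM LmPK with 0.5 mM PEP and 0.1 mM ADP. Activity scaled between uninhibited and enzyme-free controls.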
An asterisk follows results filed as active; ? = inconclusive; . = not tested or not shown; [ ] = another dose, or the depositor's remark. Unless noted, the call rests on the fitted dose curve; in most records, active means well fitted curve in the direction sought with a large enough effect; inconclusive means small, poorly fitted or top-dose-only effect, or another doubt; inactive means no such curve, though single readings can be large; an effect the other way counts as inactive or inconclusive.

1. COC(=O)c1ccc(-c2ccc(/C=N/NC(=O)Cc3nnc(N)s3)o2)cc1
2. N#C/C(=C\c1cccnc1)c1ccc([N+](=O)[O-])cc1
3. COc1cccc(CNC(=O)CCC2CCCN(C(=O)c3cccc4c(C)c(C)[nH]c34)C2)c1 (stereo not drawn)
4. CCCCCCCNC(=O)C1(CC2CC(c3cccc(Br)c3)=NO2)CCN(C(=O)C2CCCC2)CC1 (stereo not drawn)
5. O=C(CSc1cccc[n+]1[O-])Nc1ccc(C(F)(F)F)cc1[N+](=O)[O-]
6. CN1CCSc2ccc(C(=O)Nc3cc(F)ccc3F)cc21
7. Oc1ccc(/C=N/N2CCN(C3c4ccccc4-c4ccccc43)CC2)c(O)c1
8. CCOC(=O)c1c(/N=C/C2C(=O)NC(=S)NC2=O)sc(C)c1C

Assay by compound | 1 | 2 | 3 | 4 | 5 | 6 | 7 | 8
Pf growth 96h | 128%[activator] | 2.6µM* | -36%[1.15 µM] | 9.3µM* | ? | 334%[activator] | -10% | 16%
Shiga toxin inh | 39 | 15 | 19 | . | 4 | 81* | -10 | 9
LmPK inhibitor | 2% | -3% | 0% | . | -2% | ? | 0% | -2%
Pf growth 48h | 60%[activator] | 2% | 12µM* | 5.2µM* | ? | 193%[activator] | -4% | -21%
TbPYK inhibitor | -13% | 3% | 1% | 2% | 0% | -2% | 1% | .
CHX counter | 24* | 5 | 3 | . | 1 | 54* | -2 | 12
AmpC no deterg | -30% | -19% | 120%[activator] | 0% | -13% | -22% | 71%[activator] | -21%

9. O=C(NNC(=O)c1cccs1)c1ccc(Cl)c([N+](=O)[O-])c1
10. CCSc1nc2c(c(=O)[nH]1)C(c1ccc(C)cc1)C1=C(CCCC1=O)N2 (stereo not drawn)
11. COc1cccc2cc(C(=O)N3CCCCCCC3)c(=O)oc12
12. CCCCS(=O)(=O)Nc1ccc2cn[nH]c2c1
13. O=C(O)C1C2C=CC(C2)C1C(=O)Nc1cccc(C(=O)N2CCCCC2)c1 (stereo not drawn)
14. O=CN1CCN(C(=O)c2ccc([N+](=O)[O-])cc2)CC1
15. Cc1ccc(C)c2nc3sc(C(=O)O)cc3cc12
16. COc1ccccc1CNCc1ccc(OC)c(OC)c1OC

Assay by compound | 9 | 10 | 11 | 12 | 13 | 14 | 15 | 16
Pf growth 96h | -1% | 26% | 1% | 42%[activator] | . | 0% | 47%[activator] | 10µM*
Shiga toxin inh | -2 | 3 | 44* | 7 | 17 | -14 | -6 | 8
LmPK inhibitor | 1% | -1% | 2% | 4% | 0% | -2% | ? | 0%
Pf growth 48h | 15% | 7% | ? | 36%[activator] | -9% | -1% | 41%[activator] | -28%
TbPYK inhibitor | -7% | 0% | -5% | 5% | 0% | 12% | ? | 4%
CHX counter | -1 | -4 | 32* | 3 | -6 | -1 | -2 | -2
AmpC no deterg | -4% | -7% | 0% | -19% | -9% | -16% | -22% | -20%

17. CCOc1cc(S(=O)(=O)NCCCn2ccnc2)ccc1Cl
18. CC(=O)c1sc2nsc(SCCN3CCCCC3)c2c1N
19. CC(=O)N1c2ccc(S(=O)(=O)NCCC(=O)Nc3ccc(OC(F)(F)F)cc3)cc2CC1C (stereo not drawn)
20. COC(=O)c1ccccc1NC(=O)CCNC(=O)Cn1cnc2ccccc2c1=O
21. COc1cc(/C=C(\C#N)c2nc3ccccc3[nH]2)cc(OC)c1O
22. Cc1ccccc1N1CCN(CC(=O)NCc2ccc(Cl)cc2)CC1
23. CCc1ccc(CN/C=C/C(=O)c2ccc(Br)cc2)cc1
24. COC(=O)c1cc2c(C)nn(-c3ccccc3)c2s1

Assay by compound | 17 | 18 | 19 | 20 | 21 | 22 | 23 | 24
Pf growth 96h | 7% | ? | 18% | -24% | -5% | ? | 14% | ?
Shiga toxin inh | . | 43 | -4 | -5 | 64* | -5 | 22 | 10
LmPK inhibitor | 1% | -3% | 4% | -1% | 0% | -2% | 1% | -2%
Pf growth 48h | ? | ? | 2% | 19% | ? | 21% | . | 38%[activator]
TbPYK inhibitor | -5% | -14% | ? | -11% | -20% | 2% | 5% | 6%
CHX counter | 1 | 29* | 12 | -4 | 9 | -1 | 10 | 14
AmpC no deterg | -8% | 0% | 1% | 0% | 20% | 73%[activator] | -27% | -10%

25. CCOc1cc(S(=O)(=O)Nc2cc(C)cc(C)c2)ccc1Cl
26. CCOC(=O)COc1ccc2nsnc2c1Cl
27. COc1ccc(S(=O)(=O)Nc2ccc(O)c(Sc3ncn[nH]3)c2)cc1
28. Cc1ccc(-n2nc3c(N4CCC(C(=O)N5CCC(C(N)=O)CC5)CC4)nnc(C)c3c2C)cc1
29. CC(NC(=O)c1cn(C(C)c2ccccc2F)nn1)c1ccncc1 (stereo not drawn)
30. C/C(=N/OC(=O)C1CC12CCC2)c1ccc(Br)cc1 (stereo not drawn)
31. COc1ccc2cc(C#N)c(Cl)nc2c1
32. O=C(O)c1cccc(Cn2cccn2)c1

Assay by compound | 25 | 26 | 27 | 28 | 29 | 30 | 31 | 32
Pf growth 96h | . | 49%[activator] | -3% | 2% | -5% | -4% | -14% | ?
Shiga toxin inh | -7 | -2 | -6 | -3 | 1 | 156* | -13 | 29
LmPK inhibitor | 0% | -1% | 2% | 1% | 6% | 3% | 0% | -2%
Pf growth 48h | -28% | 19% | -9% | ? | -3% | 17% | ? | -4%
TbPYK inhibitor | -4% | -1% | -7% | -3% | 4% | 0% | -1% | 0%
CHX counter | -3 | -3 | 1 | 4 | 13 | 68* | -2 | 9
AmpC no deterg | -25% | -15% | -27% | 54% | 7% | -32% | -5% | -15%

33. Cc1ccc(CSCCNC(=O)c2ccc(N(C)S(=O)(=O)c3ccccc3)cc2)cc1
34. NNC(=O)c1ccc(COc2cccc3cccnc23)cc1
35. Cc1ccc2nc(SCC(=O)Nc3ccc(F)c([N+](=O)[O-])c3)[nH]c2c1
36. Cc1ccc(CN(c2ccc(C(=O)Nc3cccnc3)cc2)S(C)(=O)=O)cc1
37. CSc1sc(-c2nnc(SCC(=O)Nc3ccccc3)n2C)c2c1C=CCC2
38. CCOC(=O)c1sc(NC(=O)c2ccc(S(=O)(=O)N3CCOCC3)cc2)cc1C
39. COc1ccc(S(=O)(=O)N(CC(=O)NCC2CCCO2)Cc2ccccc2)cc1C (stereo not drawn)
40. Cc1ccc(NC(=S)NCCSc2ccc(Cl)cc2)cc1

Assay by compound | 33 | 34 | 35 | 36 | 37 | 38 | 39 | 40
Pf growth 96h | 77%[activator] | 4% | -16% | 12% | ? | 5.9µM* | -21% | ?
Shiga toxin inh | 14 | 75 | -6 | 9 | -3 | 33 | -11 | 27
LmPK inhibitor | -1% | 2% | 0% | -1% | 2% | 0% | 1% | 12%
Pf growth 48h | 6% | -51%[5.75 µM] | 1% | . | ? | ? | -29% | 12µM*
TbPYK inhibitor | -11% | -4% | -10% | 1% | -5% | 4% | 2% | -2%
CHX counter | 5 | 32* | 5 | 1 | -2 | -4 | -2 | -2
AmpC no deterg | -3% | -38% | -28% | 49% | -38% | -8% | 109%[activator] | -36%

41. O=C(NCc1cccs1)c1cccnc1SCCS(=O)(=O)c1ccc(C(F)(F)F)cn1
42. CCCc1nnc(NC(=O)c2cn(CC)c3cc(N4CCN(C)CC4)c(F)cc3c2=O)s1
43. COc1c(C(=O)Nc2ccc3[nH]c(=O)[nH]c3c2)cc2ccccc2c1Br
44. O=C1NCC(c2ccccc2)C1C(=O)N/N=C/c1ccc(Cl)s1 (stereo not drawn)
45. CSc1nnc(-c2sc3cc(Cl)ccc3c2Cl)n1C
46. COC(=O)C(Cc1ccccc1)NC(=O)CNC(=O)c1ccc(Br)cc1 (stereo not drawn)
47. CCOC(=O)CC12CN3CN(C1)CC(CC(=O)OCC)(C3)C2=O
48. COc1ccc(NC(=O)CC2C(=O)Nc3ccccc3N2CC(=O)N2CCCC2)cc1 (stereo not drawn)

Assay by compound | 41 | 42 | 43 | 44 | 45 | 46 | 47 | 48
Pf growth 96h | ? | 1.2µM* | -3% | 7.4µM* | . | 18% | -21% | ?
Shiga toxin inh | -1 | -7 | -16 | -1 | -7 | -16 | -9 | .
LmPK inhibitor | 1% | -12% | 1% | 1% | -13% | -2% | 1% | .
Pf growth 48h | ? | 0.37µM* | 13% | -29% | 20% | 5% | 4% | -28%
TbPYK inhibitor | -7% | -4% | 3% | -1% | 2% | 5% | 0% | 2%
CHX counter | 13 | -1 | -4 | 2 | 0 | 12 | -2 | .
AmpC no deterg | -37% | -20% | ? | 18% | -12% | 7% | -16% | -5%

49. Cc1ccc(/C=C2\SC(=S)N(C3CCS(=O)(=O)C3)C2=O)cc1 (stereo not drawn)
50. Cc1csc(SC(C)C(=O)Nc2ccc(S(=O)(=O)N3CCCC3)cc2)n1 (stereo not drawn)
51. OCC#CC[N+]1(CC#Cc2ccccc2)CCOCC1
52. COc1ccc(CC(=O)NC2CC(C)(C)NC(C)(C)C2)cc1
53. COc1cccc(NC(=O)NC2(C(=O)N3CCN(C)CC3)CCCCC2)c1
54. Cc1ccc(S(=O)(=O)NC(CC(C)C)C(=O)N2CCOCCOCCOCCOCC2)cc1 (stereo not drawn)
55. CCn1c2c(c3ccc(OC)cc31)CCCC2=O
56. Cc1c(C(=O)N2CCN(c3ccccn3)CC2)cccc1[N+](=O)[O-]

Assay by compound | 49 | 50 | 51 | 52 | 53 | 54 | 55 | 56
Pf growth 96h | -14% | ? | 78%[activator] | ? | 0% | -17% | 20% | ?
Shiga toxin inh | -3 | -12 | 21 | -7 | 22 | -5 | 5 | 27
LmPK inhibitor | -1% | 4% | 0% | 0% | -1% | 2% | -11% | -1%
Pf growth 48h | -20% | -20% | 0% | -7% | 9% | 6% | -13% | 18%
TbPYK inhibitor | 7% | 2% | 3% | 1% | -1% | 4% | 4% | 0%
CHX counter | 10 | -2 | -1 | -1 | 11 | -2 | -3 | -5
AmpC no deterg | -35% | -10% | -28% | -13% | -11% | 50% | -5% | -12%

In the list so far, these have an NH in an aromatic ring.
3. COc1cccc(CNC(=O)CCC2CCCN(C(=O)c3cccc4c(C)c(C)[nH]c34)C2)c1 (stereo not drawn)
10. CCSc1nc2c(c(=O)[nH]1)C(c1ccc(C)cc1)C1=C(CCCC1=O)N2 (stereo not drawn)
12. CCCCS(=O)(=O)Nc1ccc2cn[nH]c2c1
21. COc1cc(/C=C(\C#N)c2nc3ccccc3[nH]2)cc(OC)c1O
27. COc1ccc(S(=O)(=O)Nc2ccc(O)c(Sc3ncn[nH]3)c2)cc1
35. Cc1ccc2nc(SCC(=O)Nc3ccc(F)c([N+](=O)[O-])c3)[nH]c2c1
43. COc1c(C(=O)Nc2ccc3[nH]c(=O)[nH]c3c2)cc2ccccc2c1Br

Assay by compound | 3 | 10 | 12 | 21 | 27 | 35 | 43
Pf growth 96h | -36%[1.15 µM] | 26% | 42%[activator] | -5% | -3% | -16% | -3%
Shiga toxin inh | 19 | 3 | 7 | 64* | -6 | -6 | -16
LmPK inhibitor | 0% | -1% | 4% | 0% | 2% | 0% | 1%
Pf growth 48h | 12µM* | 7% | 36%[activator] | ? | -9% | 1% | 13%
TbPYK inhibitor | 1% | 0% | 5% | -20% | -7% | -10% | 3%
CHX counter | 3 | -4 | 3 | 9 | 1 | 5 | -4
AmpC no deterg | 120%[activator] | -7% | -19% | 20% | -27% | -28% | ?

Screening results from PubChem.

Random draw from the library. Share with any hit: about 22%.
